CSN deneddyl inh – inhibitors of human CSN-mediated cullin deneddylation; Purified CSN, SCF-Nedd8-OG deneddylation, fluorescence polarization; inhibition, % at 12.5 µM; 0.38% of 360,000 active; AID 651999;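 active means pattern-corrected inhibition above about 35%, with an unprinted fluorescence ratio check between 0.5 and 1.5, limit read from the data, passing the limit was not always enough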;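 further: 0% = enzyme with substrate and 100% = substrate without enzyme; some results filed as inactive read as strong as hits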
Target sequence (Q92905 whole entry, looked up, one chain of several): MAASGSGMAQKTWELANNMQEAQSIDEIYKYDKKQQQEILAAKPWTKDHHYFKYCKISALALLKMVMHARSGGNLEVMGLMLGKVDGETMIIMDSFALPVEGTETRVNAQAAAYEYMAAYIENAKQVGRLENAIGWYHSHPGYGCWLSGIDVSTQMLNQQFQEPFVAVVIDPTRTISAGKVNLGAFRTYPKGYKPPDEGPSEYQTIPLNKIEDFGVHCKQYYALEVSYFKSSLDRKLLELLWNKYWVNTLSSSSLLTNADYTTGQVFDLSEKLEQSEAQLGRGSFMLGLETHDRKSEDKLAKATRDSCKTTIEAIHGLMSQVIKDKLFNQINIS
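Assay system: HEK293T-derived human Csn5 enzyme; quantity: 0.24 nM enzyme; medium: Tris/NaCl/DTT buffer, pH 7.5; also added: substrate SCFSkp2-Nedd8OG, 10 nM; doses: 12.5 µM compound; schedule: 90 min reaction at room temperature; signal: FP; read-out: % inhibition of substrate cleavage by Csn5; benchmarks: substrate-only high control, full reaction low control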
MT1-MMP act inh – MT1-MMP (human) activation inhibition; HT1080 RFP-PRO-GFP cells, GFP/RFP ratio fluorescence, overnight; percent of plate control window, DMSO zero; GFP/RFP ratio change, % at 20 µM; 0.061% of 360,000 active; AID 651647;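 active means GFP/RFP ratio change of at least 30% with cell ATP level not reduced by more than half and red fluorescence within 50% of control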; further: strong numbers were not always called active
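Assay system: HT1080 RFP-PRO-GFP cells | Dosing: 20 µM single dose, 1% DMSO | Incubation: Cells overnight before dosing, compound overnight, 37 °C, 5% CO2 | Evaluation: GFP/RFP fluorescence ratio | Control set: DMSO-only wells and HT1080 RFP-L50D-GFP cell wells as references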
Neddyl block – blocks human cullin neddylation. P61081+Q13564. TR-FRET cullin neddylation, biochemical. calls only at 25 µM. 0.58% of 360,000 active; in the data active means inhibition above about 36%
Target sequence (P61081 whole entry, looked up): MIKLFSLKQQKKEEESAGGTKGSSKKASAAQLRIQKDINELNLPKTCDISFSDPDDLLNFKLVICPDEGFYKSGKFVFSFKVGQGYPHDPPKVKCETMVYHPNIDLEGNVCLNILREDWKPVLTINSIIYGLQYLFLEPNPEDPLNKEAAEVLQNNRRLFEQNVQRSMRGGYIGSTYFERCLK
Target sequence (Q13564 whole entry, looked up): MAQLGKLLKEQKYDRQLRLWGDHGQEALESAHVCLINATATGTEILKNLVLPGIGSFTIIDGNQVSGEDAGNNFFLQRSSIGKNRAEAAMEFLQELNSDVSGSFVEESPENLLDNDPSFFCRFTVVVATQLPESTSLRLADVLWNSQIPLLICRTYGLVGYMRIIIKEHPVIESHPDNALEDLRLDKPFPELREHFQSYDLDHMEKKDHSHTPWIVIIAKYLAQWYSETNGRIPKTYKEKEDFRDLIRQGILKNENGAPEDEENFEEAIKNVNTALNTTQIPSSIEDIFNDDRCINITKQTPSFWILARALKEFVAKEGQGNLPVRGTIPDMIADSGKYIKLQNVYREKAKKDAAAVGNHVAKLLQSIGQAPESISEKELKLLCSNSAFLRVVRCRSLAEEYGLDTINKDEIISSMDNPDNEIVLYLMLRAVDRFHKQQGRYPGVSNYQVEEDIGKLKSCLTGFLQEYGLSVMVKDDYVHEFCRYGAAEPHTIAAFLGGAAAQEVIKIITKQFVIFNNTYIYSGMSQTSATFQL
PABP1 MLLE inh – inhibitors of microRNA-mediated deadenylation, human PABP1 MLLE binding | AID 588489 | GST-MLLE / FITC-PAM2 fluorescence polarization | inhibition, % at 20 µM | 0.36% of 360,000 active | P11940; in the data active means inhibition above about 35%, passing the limit was not always enough;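 further: plate controls were DMSO wells with GST-MLLE for no effect and wells lacking GST-MLLE protein for full effect; some results filed as inactive read as strong as hits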
Rpn11 block – inhibitors of human proteasome Rpn11; O00487; human 26S proteasome, Ub4-pepOG fluorescence polarization; 20S core pre-blocked with epoxomicin; calls only at 20 µM; 0.59% of 360,000 active; AID 588493;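 active means inhibition at 20 µM, scaled to each plate's controls, above about 33%, limit read from the data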
FAS TE block – blocks the thioesterase domain of human fatty acid synthase. 0.67% of 360,000 active. inhibition, % at 15 µM. recombinant FAS-TE, OMFH fluorogenic substrate, fluorescence endpoint;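 active means compounds whose normalised, plate-corrected inhibition of enzyme fluorescence in the single-dose primary screen is 50% or more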;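 further: 0% = DMSO with enzyme and 100% = substrate without enzyme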
SKN-1 block – blocks SKN-1 activity in C. elegans. C. elegans VP596 Pgst-4::GFP/RFP ratio, acrylamide-induced, 24 h. inhibition, % at 21.8 µM. 0.49% of 360,000 active. AID 624304;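 active means interference check ratio from 0.5 to 1.5 plus GFP to RFP signal ratio inhibition reaching or exceeding a fixed threshold, cut at about 30% in these data, passing the limit was not always enough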; further: some compounds called inactive have numbers as strong as hits
Rin1-Abl PPI inh – inhibitors of human Rin1-Abl protein interaction; P00519+Q13671; TR-FRET Rin1/Abl binding, biochemical; inhibition, % at 7.35 µM; 0.4% of 360,000 active; AID 588664; in the data active means inhibition above about 5%, passing the limit was not always enough
NadD block – inhibitors of Staphylococcus aureus NadD; inhibition, % at 20 µM; purified NadD enzyme, colorimetric absorbance read-out; AID 602399; 0.78% of 360,000 active; in the data active means inhibition above about 26%; further: some compounds past the cut are filed as inactive
Starred values were filed as active, the others as inactive; i = inactive; nt = no result given.

entry	Structure	CSN deneddyl inh	MT1-MMP act inh	Neddyl block	PABP1 MLLE inh	Rpn11 block	FAS TE block	SKN-1 block	Rin1-Abl PPI inh	NadD block
1	Cc1nc2c(=O)[nH]c3ccccc3c2o1	-4.3	2.8	i	7.2	i	-8.9	-2.1	1.6	-4.3
2	O=C(NCc1ccc(F)cc1)C(c1ccc(F)cc1)N(C(=O)c1csnn1)C1CC1 (stereo not drawn)	1.2	-6.2	i	18.1	i	5.7	5.1	3.4	2.0
3	O=C(CSc1ncn[nH]1)N1CCCCC1	5.5	1.7	i	6.6	i	-6.6	-2.6	-0.6	-1.4
4	O=C(N/N=C/c1cccc([N+](=O)[O-])c1)c1nc2ccccc2c(=O)[nH]1	-0.1	-0.9	i	-8.0	i	-4.0	-8.2	0.0	-1.2
5	CCN(C(=O)c1ccc(=O)n(C)n1)c1c(N)n(Cc2ccccc2)c(=O)[nH]c1=O	-8.6	1.3	i	2.9	i	-1.1	16.6	3.3	-2.5
6	CCOC(=O)C1(Cc2cccc(Cl)c2)CCCN(C(=O)c2cc(C)[nH]n2)C1 (stereo not drawn)	-0.5	-1.8	i	3.5	i	-5.3	8.4	6.0	4.5
7	COC(=O)c1cc(C(=O)c2cc(F)ccc2O)cn2c(=O)c3c(C)c(C)sc3nc12	7.6	-180.4	i	-44.5	i	-3.5	-8.5	-1.5	14.9
8	O=C(COc1ccc(Cl)cc1)NCCS(=O)(=O)N1CCN(c2ccccc2F)CC1	-0.8	3.8	i	6.1	i	8.5	-3.6	4.0	-0.3
9	C[C@H](O)CNC(=O)c1[nH]cnc1C(=O)Nc1ccc(CNC(=O)OC(C)(C)C)cc1	-1.7	0.2	i	-5.2	i	-3.5	-1.7	-1.2	0.4
10	CCN1CCN(S(=O)(=O)c2cccc([N+](=O)[O-])c2)CC1	2.7	6.9	i	-8.4	i	-9.4	15.7	-0.5	-1.9
11	C#Cc1cccc(C(=O)N2CCCC(Nc3cccc(F)c3)C2)c1 (stereo not drawn)	1.6	-3.2	i	-6.5	i	7.2	20.6	2.7	-5.0
12	COc1cc(CN2C(=O)C(C)ON=C2c2ccccc2F)cc(OC)c1 (stereo not drawn)	-4.9	1.4	i	-3.0	i	4.9	4.3	-0.1	-6.1
13	O=C(COC(=O)c1ccc(S(=O)(=O)N2CCCC2)cc1)Nc1cccc(Cl)c1	-1.8	3.0	i	12.9	i	5.2	2.6	3.2	-4.8
14	CC(NC(=O)C1CCN(S(=O)(=O)c2ccc3nc4c(c(C(=O)O)c3c2)CCCC4)CC1)c1ccccc1 (stereo not drawn)	0.6	-5.1	i	-5.7	i	-5.0	9.8	-2.6	9.8
15	Cc1cccc(C)c1NC(=O)C1CCCN1C(=O)NCc1ccccc1 (stereo not drawn)	1.9	1.8	i	-4.5	i	-4.7	12.2	2.4	-3.0
16	COc1cc(CC(=O)OCC(=O)Nc2cc(S(=O)(=O)N3CCCC3)ccc2Cl)cc(OC)c1OC	-3.1	-1.1	i	-4.0	i	-3.0	-21.9	-2.5	-1.5
17	O=c1c2[nH]c3cccc(Cl)c3c2ncn1CC1CCCO1 (stereo not drawn)	10.0	-1.7	i	-5.3	i	-3.1	-8.1	-2.0	-3.0
18	O=C(c1ccco1)N1CCN(c2ccc([N+](=O)[O-])cc2F)CC1	1.9	3.8	i	6.4	i	3.0	4.6	-3.2	2.2
19	CCNC(=O)C1CCCN(Cc2ccc(C(=O)OCC)cc2)CC1 (stereo not drawn)	-4.5	2.4	i	2.4	i	-2.5	-2.1	-1.4	-3.7
20	CCS(=O)(=O)n1nc(-c2ccccc2)nc1N	4.3	3.4	i	-1.5	i	-6.7	10.3	-1.2	-1.0

Of the compounds above, 9 contain sulfur.
entry	Structure	CSN deneddyl inh	MT1-MMP act inh	Neddyl block	PABP1 MLLE inh	Rpn11 block	FAS TE block	SKN-1 block	Rin1-Abl PPI inh	NadD block
2	O=C(NCc1ccc(F)cc1)C(c1ccc(F)cc1)N(C(=O)c1csnn1)C1CC1 (stereo not drawn)	1.2	-6.2	i	18.1	i	5.7	5.1	3.4	2.0
3	O=C(CSc1ncn[nH]1)N1CCCCC1	5.5	1.7	i	6.6	i	-6.6	-2.6	-0.6	-1.4
7	COC(=O)c1cc(C(=O)c2cc(F)ccc2O)cn2c(=O)c3c(C)c(C)sc3nc12	7.6	-180.4	i	-44.5	i	-3.5	-8.5	-1.5	14.9
8	O=C(COc1ccc(Cl)cc1)NCCS(=O)(=O)N1CCN(c2ccccc2F)CC1	-0.8	3.8	i	6.1	i	8.5	-3.6	4.0	-0.3
10	CCN1CCN(S(=O)(=O)c2cccc([N+](=O)[O-])c2)CC1	2.7	6.9	i	-8.4	i	-9.4	15.7	-0.5	-1.9
13	O=C(COC(=O)c1ccc(S(=O)(=O)N2CCCC2)cc1)Nc1cccc(Cl)c1	-1.8	3.0	i	12.9	i	5.2	2.6	3.2	-4.8
14	CC(NC(=O)C1CCN(S(=O)(=O)c2ccc3nc4c(c(C(=O)O)c3c2)CCCC4)CC1)c1ccccc1 (stereo not drawn)	0.6	-5.1	i	-5.7	i	-5.0	9.8	-2.6	9.8
16	COc1cc(CC(=O)OCC(=O)Nc2cc(S(=O)(=O)N3CCCC3)ccc2Cl)cc(OC)c1OC	-3.1	-1.1	i	-4.0	i	-3.0	-21.9	-2.5	-1.5
20	CCS(=O)(=O)n1nc(-c2ccccc2)nc1N	4.3	3.4	i	-1.5	i	-6.7	10.3	-1.2	-1.0

The listing continues.
entry	Structure	CSN deneddyl inh	MT1-MMP act inh	Neddyl block	PABP1 MLLE inh	Rpn11 block	FAS TE block	SKN-1 block	Rin1-Abl PPI inh	NadD block
21	Cc1ccc(S(=O)(=O)N(C)C)cc1NC(=O)CN1C(=O)NC2(CCCCCCC2)C1=O	2.0	7.0	i	8.7	i	-1.0	-1.7	4.0	-2.6
22	Cc1cc(NC(=O)CSc2nnc(NC(=O)C3CC(=O)N(c4ccccc4)C3)s2)no1 (stereo not drawn)	-1.1	-4.1	i	-1.8	i	-18.8	-6.3	-1.2	12.2
23	Cc1cc(F)ccc1S(=O)(=O)Nc1ncnc2sc3c(c12)CCC3	-2.0	-0.8	i	4.4	i	-0.5	1.6	6.3	2.3
24	CC1CCN(S(=O)(=O)c2cccc(C(=O)Nc3nccs3)c2)CC1	-1.4	-0.4	i	-4.2	i	1.3	8.2	0.5	-0.7
25	Cc1ccccc1NS(=O)(=O)c1ccc(C(=O)N2CCCC2)cc1	2.8	-0.2	i	11.8	i	-4.5	2.0	-2.2	3.6
26	Cc1cc(NC(=O)COC(=O)C2CCCN2C(=O)c2cccs2)no1 (stereo not drawn)	-0.6	11.3	i	4.2	i	-5.7	17.7	-3.6	3.1
27	Cc1ccc(-c2c[n+](CC(=O)Nc3nc(-c4ccc(F)cc4)cs3)c3n2CCC3)cc1	-4.6	-7.0	i	-1.9	i	-17.5	4.2	0.3	5.7
28	Cc1ccc2occ(C(c3nnnn3Cc3ccccc3)N3CCOCC3)c(=O)c2c1 (stereo not drawn)	-1.9	-0.2	i	-6.0	i	1.8	-7.3	2.1	0.6
29	Cc1cc(NCCCn2ccnc2)n2c(nc3ccccc32)c1C#N	10.8	2.0	nt	-15.2	i	-7.3	11.1	-1.9	-4.6
30	Cc1cc2n(n1)C(c1cn(-c3ccccc3)nc1C)Nc1c(C)cccc1-2 (stereo not drawn)	-2.8	0.2	i	-3.2	i	6.9	-8.6	0.4	3.5
31	O=C(c1cc2cc(Cl)ccc2oc1=O)N1CCCC1	-0.5	3.9	i	-6.3	i	-4.0	18.4	-1.9	5.3
32	COc1ccc(NC(=O)c2cc(C3CCCCN3C(=O)c3ccc4c(c3)CCO4)on2)c(C)c1 (stereo not drawn)	0.4	-2.8	i	9.7	i	4.4	2.1	-0.3	-4.6
33	COc1ccccc1S(=O)(=O)N(C)C[C@H]1OCc2cn(nn2)CCCC(=O)N([C@@H](C)CO)C[C@@H]1C	6.6	0.4	i	4.0	i	-9.4	-4.4	-0.7	1.0
34	Cc1cc2oc(C(=O)NCc3ccc(S(N)(=O)=O)cc3)c(C)c2cc1C	5.1	-1.4	i	-2.5	i	0.8	-0.2	1.5	4.7
35	CC(=O)NN1C(=O)c2ccc(Oc3ccc([N+](=O)[O-])cc3)cc2C1=O	-0.3	-3.2	i	-5.8	i	-6.5	-5.4	0.0	3.0
36	NC(=O)c1ccccc1OCC(=O)Nc1ccc2c(c1)OCCO2	-2.1	2.0	i	-5.5	i	-5.9	-8.6	-0.9	2.1
37	Cn1ccsc1=NC(=O)c1cccc(OC(F)F)c1	3.6	-4.1	i	-8.2	i	-4.4	18.4	-0.3	0.3
38	O=S(=O)(NCC(c1cccnc1)N1CCN(Cc2ccccc2)CC1)c1cc(F)ccc1F (stereo not drawn)	-2.0	-2.8	i	5.0	i	-6.6	26.9	1.5	-2.3
39	CCOC(=O)CC(NC(C)=O)c1ccc([N+](=O)[O-])cc1 (stereo not drawn)	0.8	3.8	i	7.1	i	-8.6	5.4	-1.5	1.0
40	Cc1ccc(NNC(=O)c2cccs2)cc1Cl	-1.8	7.7	i	33.3	i	3.6	4.9	0.7	-1.3
41	NNC(=O)c1cccc(Cn2cc(Br)c([N+](=O)[O-])n2)c1	-3.4	5.1	i	4.2	i	-1.5	-14.4	0.0	0.9
42	CC(=O)c1ccc(N2CCN(Cc3nc4ccccc4[nH]3)CC2)cc1	2.7	-3.9	i	1.6	i	-1.0	13.3	-1.1	4.1
43	CC(c1nnnn1C(C)(C)C)N(Cc1cccnc1)Cc1ccccc1Cl (stereo not drawn)	-4.9	-6.8	i	7.0	i	1.4	3.5	4.4	0.4
44	CCN1CC(CN(C)Cc2cn(-c3ccc(C)cc3)nc2-c2ccc(F)cc2)CC1=O (stereo not drawn)	0.1	-2.2	i	13.9	i	4.6	2.8	0.4	-8.5
45	CC1CN(C(=O)COC(=O)c2ccccc2O)CC(C)O1 (stereo not drawn)	5.0	-0.8	i	4.8	i	-7.1	-6.4	6.1	2.6
46	CCOC(=O)[C@]12CCCC=C1N(Cc1ccc3c(c1)OCO3)C(=O)[C@H](CC(=O)NCc1cccs1)C2	-2.1	4.1	i	nt	nt	5.6	3.0	nt	-1.6

In the list so far, these contain a tert-butyl group.
entry	Structure	CSN deneddyl inh	MT1-MMP act inh	Neddyl block	PABP1 MLLE inh	Rpn11 block	FAS TE block	SKN-1 block	Rin1-Abl PPI inh	NadD block
9	C[C@H](O)CNC(=O)c1[nH]cnc1C(=O)Nc1ccc(CNC(=O)OC(C)(C)C)cc1	-1.7	0.2	i	-5.2	i	-3.5	-1.7	-1.2	0.4
43	CC(c1nnnn1C(C)(C)C)N(Cc1cccnc1)Cc1ccccc1Cl (stereo not drawn)	-4.9	-6.8	i	7.0	i	1.4	3.5	4.4	0.4

Compound activity as filed in PubChem BioAssay.
